# Dicer inh: inhibitors of Dicer pre-microRNA processing, primary screen, biochemical, cat-ELCCA, chemiluminescence | AID 1347074, 2019 | z-score at 25 µM | Endoribonuclease Dicer (Homo sapiens), Q9UPY3 | actives 6% (n = 47,000) | cat-ELCCA pre-miR-21 Dicer processing; stronger effect = higher value; in the data active = z-score above about 3, passing the limit was not always enough;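 also: plate controls were vehicle for no effect and no enzyme for full effect; higher signal means more uncleaved substrate so more Dicer inhibition; strong numbers were not always called active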
# Target sequence (Q9UPY3 whole entry, looked up): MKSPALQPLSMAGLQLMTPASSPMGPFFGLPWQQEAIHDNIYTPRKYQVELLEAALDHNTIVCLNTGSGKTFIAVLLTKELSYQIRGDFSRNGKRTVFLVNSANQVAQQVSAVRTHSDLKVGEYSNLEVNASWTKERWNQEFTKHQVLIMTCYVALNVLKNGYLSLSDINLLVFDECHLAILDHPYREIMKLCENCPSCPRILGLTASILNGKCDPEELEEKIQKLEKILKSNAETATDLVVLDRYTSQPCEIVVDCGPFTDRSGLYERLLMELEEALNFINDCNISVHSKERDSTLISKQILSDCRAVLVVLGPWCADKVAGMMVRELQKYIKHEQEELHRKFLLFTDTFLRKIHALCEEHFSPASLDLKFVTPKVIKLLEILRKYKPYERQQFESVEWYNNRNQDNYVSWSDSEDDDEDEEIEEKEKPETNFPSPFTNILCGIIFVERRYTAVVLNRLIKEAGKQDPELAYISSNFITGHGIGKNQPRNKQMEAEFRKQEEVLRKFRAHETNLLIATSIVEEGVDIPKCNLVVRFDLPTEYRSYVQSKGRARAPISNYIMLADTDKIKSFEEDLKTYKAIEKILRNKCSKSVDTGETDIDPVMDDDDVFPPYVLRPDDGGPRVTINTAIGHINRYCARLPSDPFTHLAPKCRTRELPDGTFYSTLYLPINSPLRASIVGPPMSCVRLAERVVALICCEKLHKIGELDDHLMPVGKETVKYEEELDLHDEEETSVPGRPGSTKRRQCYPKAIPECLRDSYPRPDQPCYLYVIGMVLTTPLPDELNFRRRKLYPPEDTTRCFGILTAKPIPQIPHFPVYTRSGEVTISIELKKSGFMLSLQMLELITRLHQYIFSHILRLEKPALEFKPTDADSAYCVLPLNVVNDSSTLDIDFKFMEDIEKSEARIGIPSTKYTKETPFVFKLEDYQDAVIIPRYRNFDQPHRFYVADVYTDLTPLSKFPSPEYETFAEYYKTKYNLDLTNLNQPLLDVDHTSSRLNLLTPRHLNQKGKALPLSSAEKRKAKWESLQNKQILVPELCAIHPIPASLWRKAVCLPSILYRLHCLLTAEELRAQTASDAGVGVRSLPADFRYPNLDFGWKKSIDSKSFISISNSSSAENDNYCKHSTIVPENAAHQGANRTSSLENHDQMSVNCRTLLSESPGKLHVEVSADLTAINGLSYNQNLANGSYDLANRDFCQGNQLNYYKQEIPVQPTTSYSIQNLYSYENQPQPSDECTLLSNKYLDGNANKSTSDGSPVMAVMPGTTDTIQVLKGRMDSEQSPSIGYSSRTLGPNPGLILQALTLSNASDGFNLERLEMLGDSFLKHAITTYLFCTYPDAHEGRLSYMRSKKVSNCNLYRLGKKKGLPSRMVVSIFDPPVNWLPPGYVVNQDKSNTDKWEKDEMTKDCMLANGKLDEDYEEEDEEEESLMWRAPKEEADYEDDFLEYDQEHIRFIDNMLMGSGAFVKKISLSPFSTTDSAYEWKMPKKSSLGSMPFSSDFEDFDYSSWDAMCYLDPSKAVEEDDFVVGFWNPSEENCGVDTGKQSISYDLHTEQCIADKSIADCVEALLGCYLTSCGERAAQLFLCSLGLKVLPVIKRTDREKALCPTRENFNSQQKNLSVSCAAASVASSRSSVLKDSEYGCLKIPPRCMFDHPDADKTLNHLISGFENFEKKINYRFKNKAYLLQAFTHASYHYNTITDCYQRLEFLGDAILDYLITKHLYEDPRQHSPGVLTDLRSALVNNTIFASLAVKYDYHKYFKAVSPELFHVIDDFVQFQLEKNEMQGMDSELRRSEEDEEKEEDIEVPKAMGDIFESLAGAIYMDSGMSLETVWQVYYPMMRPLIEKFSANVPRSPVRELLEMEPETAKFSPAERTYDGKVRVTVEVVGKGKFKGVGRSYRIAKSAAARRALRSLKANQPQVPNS
# * hit, by the source's call. Not all compounds are listed; count on the stated rates, not on these rows.
Molecule	Dicer inh
Nc1nnc(SCC(=O)Nc2ccccc2)s1	6
Cc1c(NC(N)=S)c(=O)n(-c2ccccc2)n1C	-0.14
CCOC(=O)c1cc(CC)sc1NC(=O)c1cccnc1Oc1ccccc1	-1.2
S=C(Nc1cc(Cl)ccc1Cl)Nn1cnnc1	34
CCCC1=NN(C(=O)/C=C/c2cccs2)C(=O)C1Cc1c(F)cccc1Cl (configuration not stated)	0.95
O=C1c2cccc3c(N4CCSCC4)ccc(c23)C(=O)N1c1ccccc1	1.8
COC(=O)C1=C(C)NC(C)=C([N+](=O)[O-])C1c1ccccc1C(F)(F)F (configuration not stated)	-0.71
Cc1ccc(-c2cc3nc(-c4ccco4)cc(C(F)(F)F)n3n2)cc1	-1.3
COc1ccccc1C1CCN(c2ccc(/C=C/C(=O)NCc3ccccc3)cc2[N+](=O)[O-])CC1	2.5
O=C(O)c1cn(C2CC2)c2cc(N3CCNCC3)c(F)cc2c1=O	-0.62
Cc1ccc(S(=O)(=O)N2CC3CCCC2C3)cc1 (configuration not stated)	1.4
C#CCOC(=O)c1ccc(S(=O)(=O)N2CCOCC2)cc1	0.2
Cn1c(SCC(O)c2ccccc2)nnc1-c1ccc2ccccc2c1 (configuration not stated)	-2
CO[C@H]1C[C@H](O[C@H]2[C@H](C)[C@@H](O[C@@H]3O[C@H](C)C[C@H](N(C)C)[C@H]3OC(C)=O)[C@@H](C)C[C@@]3(CO3)C(=O)[C@H](C)[C@@H](OC(C)=O)[C@@H](C)[C@@H](C)OC(=O)[C@@H]2C)O[C@@H](C)[C@@H]1OC(C)=O	-0.13
CN(C)/C=N/N(C)c1ccc([N+](=O)[O-])cn1	0.93
CCn1c(NCCCO)nc2c1c(=O)[nH]c(=O)n2C	0.94
COCCCNC(=S)NNC(=S)Nc1cccc(C(F)(F)F)c1	0.98
CCOC(=O)CCn1cnc2c1c(=O)n(C)c(=O)n2C	5.2
O=C(C1CCCCC1)N(Cc1ccc(Br)cc1)c1ccc(F)cc1	-0.09
O=C(Nc1ccc2ccccc2n1)c1c(Cl)cccc1Cl	1.7
COc1cccc2c(=O)c3ccccc3oc12	-0.98
CCc1ccnc(NC(=O)CCCC(=O)O)c1	0.33
CC(N)(Cc1ccc(O)c(O)c1)C(=O)O (configuration not stated)	0.92
C=CCOc1ccc(C2c3c(oc4ccc(C)cc4c3=O)C(=O)N2CCCN(C)C)cc1OCC (configuration not stated)	1.1
O=C1CS/C(=N/N=C/c2cn(-c3ccccc3)nc2-c2ccccc2)N1	-0.63
CC(C)Oc1cc(O)c2c(=O)c(-c3ccc(O)cc3)coc2c1	1.7
CCOc1ccc(C2Nn3c(C)nnc3SC2C(=O)NCC2CCCO2)cc1 (configuration not stated)	3.4*
O=c1oc(-c2ccccc2Br)nc2ccccc12	4.6*
CC(C(Sc1ccccc1N)c1ccc(F)cc1)[N+](=O)[O-] (configuration not stated)	-1.9
O=C(O)c1ccc2c(c1)C1C3CCC(C3)C1C(c1ccccc1)N2 (configuration not stated)	1.7
COC(=O)c1c(NC(=O)COc2ccccc2Br)sc2c1C(C(=O)OC)CC2 (configuration not stated)	1.2
O=C(O)c1ccccc1NC(C(=O)O)c1ccccc1 (configuration not stated)	5.5*
COCCCN1C(=O)C(=O)/C(=C(/O)c2ccc(C)cc2)C1c1ccc(O)c(OC)c1 (configuration not stated)	-1.2
CCN(CC)CCNS(=O)(=O)c1cccc2nsnc12	0.52
Cc1onc(-c2c(Cl)cccc2Cl)c1C(=O)NNc1c(Cl)cc(Cl)cc1Cl	4.4
Cc1onc(-c2ccccc2)c1-c1csc(Nc2ccccc2Cl)n1	2
CN(C)NC(=S)NC1CC2CCC1C2 (configuration not stated)	-0.83
CCC(=O)Oc1cc2c(C(=O)OC(C)C)c(C)oc2cc1Br	-2.5
C=CCOc1ccc(C2CC(=O)Nc3nc(N)[nH]c(=O)c32)cc1OC (configuration not stated)	1.4
COCCCN1C(=O)C(=O)/C(=C(\O)c2ccc3c(c2)CC(C)O3)C12C(=O)N(C)c1ccccc12 (configuration not stated)	0.99
Cc1[nH]c2ccccc2c1C(OC(C)C)c1ccccn1 (configuration not stated)	-0.79
O=C(O)CC1SC(Cc2ccc(Cl)cc2)=NC1=O (configuration not stated)	-0.42
C(#Cc1ccccc1)CN1CCN(C/C=C/c2ccccc2)CC1	0.39
Clc1ccccc1OCc1nc(-c2cccnc2)no1	0.48
O=C(O)CCCC(=O)NC1=NCCS1	1.8
CCOC(=O)c1nnc2c3c(-c4ccccc4)c(-c4ccccc4)nnc3nn2c1C	-0.33
CCCNC(=O)Oc1noc2ccc(Cl)cc12	0.15
Cc1nc(N)nc(C(F)(F)F)c1Br	1.4
OC1(c2cc(C(F)(F)F)cc(C(F)(F)F)c2)CC1	-0.26
O=C(NCc1sccc1Cl)Nc1cccc(Cl)c1	0.36
Cc1ccc(S(=O)(=O)Nc2nc(-c3ccc(C)c(Cl)c3)c(C)s2)cc1	3.3*
CCCOC(=O)C1=C(C)NC2=C(C(=O)CC(c3ccc(Cl)cc3)C2)C1c1ccc(O)cc1 (configuration not stated)	4.7*
COc1ccc(NC(=O)CSc2nnc(C)n2-c2ccc(OCc3ccccc3)cc2)cc1	-0.49
CCOC(=O)c1c(NC(C)=O)nc(SC)n1Cc1cccs1	-0.25
Cc1cc(C)n(-c2nc3c(c(=O)[nH]c(=O)n3C)n2CCOc2ccccc2)n1	0.49
Cc1onc(-c2ccccc2)c1NC(=O)N(C)CCc1ccccn1	1.3
CCOC(=O)c1sc(N2C(=O)c3oc4ccccc4c(=O)c3C2c2cccc(O)c2)nc1C (configuration not stated)	-0.38
O=c1/c(=C/c2ccccc2)sc2nnc(-c3ccc(Cl)cc3)n12	-1.4
OCCN1CCN(Cn2nnc3ccccc32)CC1	1.8
COC(=O)C1=C(C)NC2=C(C(=O)CC(c3ccc(Cl)cc3)C2)C1c1cc(OC)ccc1OC (configuration not stated)	-0.86

# The listing continues.
Molecule	Dicer inh
O=S(=O)(c1ccccc1)c1csc(S(=O)(=O)N2CCCN(c3ccc(C(F)(F)F)cn3)CC2)c1	2.8
COc1ccccc1N1CCN(Cc2ccc3ccccc3c2)CC1	1.9
O=C(c1ccco1)N1CCN(C(=O)C2CC(c3ccc(Cl)cc3)=NO2)CC1 (configuration not stated)	-1.8
Cc1ccc(-n2cc3ccccc3c2C#N)nc1	-1.6
CCCCNS(=O)(=O)c1cccc2c(N)cccc12	-3
O=C1C(=O)N2C(=C1C(=O)N1CCOCC1)c1ccccc1CC21CCCCC1	-1.5
N#CCC(=O)c1cccc(C(F)(F)F)c1	-0.39
CN(N)C(=S)Nc1cc(Cl)ccc1Cl	1.2
CS(=O)(=O)NCCSc1cc(C(F)(F)F)nc2ccccc12	-1.2
CC[N+](CC)(CC)CCC(O)(c1ccccc1)C1CCCCC1 (configuration not stated)	0.45
CC(NCC(O)Cn1c2ccccc2c2ccccc21)C(=O)O (configuration not stated)	-4.7
CCOC(=O)c1cnc(Nc2nc3ccccc3s2)nc1CSc1nccc(C)n1	-0.47

# 6 compounds picked at random from the list so far:
Molecule	Dicer inh
N#CCC(=O)c1cccc(C(F)(F)F)c1	-0.39
CC(NCC(O)Cn1c2ccccc2c2ccccc21)C(=O)O (configuration not stated)	-4.7
CCOC(=O)c1cnc(Nc2nc3ccccc3s2)nc1CSc1nccc(C)n1	-0.47
CCCCNS(=O)(=O)c1cccc2c(N)cccc12	-3
O=S(=O)(c1ccccc1)c1csc(S(=O)(=O)N2CCCN(c3ccc(C(F)(F)F)cn3)CC2)c1	2.8
COc1ccccc1N1CCN(Cc2ccc3ccccc3c2)CC1	1.9

# (more compounds)
Molecule	Dicer inh
CC(C)(C)NC(=S)NNc1c(Cl)cncc1Cl	2
CC1CCC(C(C)C)C(NC(=O)c2c(Cl)cccc2Cl)C1 (configuration not stated)	-0.69
CS/C(Nc1cccc(C(F)(F)F)c1)=C(/C#N)S(=O)(=O)c1ccc(Cl)cc1	0.86
O=C1CC(c2cccc(F)c2)c2c(n[nH]c2-c2ccccc2)N1 (configuration not stated)	1.9
Cc1ccc(Cl)cc1NC(=S)Nc1ccc(-n2nccc2C(F)(F)F)cc1	0.41
O=c1c2cccnc2ncn1CCCN1CCOCC1	-0.31
O=C(NC(=O)c1ccccc1C(F)(F)F)NN1CCCCC1	2.1
C=CCNC(=S)N1N=C2c3ccccc3CCC2C1c1ccccc1Cl (configuration not stated)	-1.8
CCS(=O)(=O)n1nc(-c2ccco2)nc1SCc1ccccc1	2.9
CC/C(=C\c1sc2ccc(OC)cc2[n+]1CC)SCC(=O)O	-5.5
CCCCCCc1cc2c(C)cc(=O)oc2cc1O	0.29
CC(C)CNS(=O)(=O)c1cccc2c(N)cccc12	-2.1

# Shown with each value named: part of the list above
Molecule: C=CCNC(=S)N1N=C2c3ccccc3CCC2C1c1ccccc1Cl (configuration not stated)
- Dicer inh: -1.8

Molecule: O=c1c2cccnc2ncn1CCCN1CCOCC1
- Dicer inh: -0.31

Molecule: CC/C(=C\c1sc2ccc(OC)cc2[n+]1CC)SCC(=O)O
- Dicer inh: -5.5

# Remaining list, next part
Molecule	Dicer inh
COc1ccc(S(=O)(=O)NCCCO)cc1-c1nnc2c3ccccc3c(C)nn12	2.4
CSc1nsc(SC)c1CO	-0.04
O=C1N(c2ccccc2)C(=Nc2ccccc2)SC12CC2	4.3*
CN(C)CC(C)(C)CNS(=O)(=O)c1cccc2nsnc12	-0.53
Cc1c(N=CN(C(=O)c2ccccc2)c2cccc([N+](=O)[O-])c2C)cccc1[N+](=O)[O-]	-0.95
COC(=O)c1cnn(C(=O)Nc2ccccc2)c1C(OC)OC	1.2
COC(=O)Cc1cccc2c(=O)c3ccccc3oc12	-0.16
COc1cc(NC(C)CCCN)c2ncccc2c1 (configuration not stated)	-0.61
NC(=O)c1c(NC(=O)CSc2nc3ccccc3s2)sc2c1CCC2	0.08
CCOC(=O)c1sc(NC(=O)C(CC)Sc2nccn2C)nc1C (configuration not stated)	0.61
Cc1ccc(S(=O)(=O)CCSc2n[nH]c(=O)n2-c2ccccc2C(F)(F)F)cc1	-1.2
O=C1C(=O)N(CCCn2ccnc2)C(c2ccccc2)/C1=C(\O)c1ccc(Br)cc1 (configuration not stated)	0.54
Nc1nnc(SCc2cc(F)cc3c2OCOC3)s1	-0.53
COc1ccc(-c2[nH]ncc2CN2CCN(c3ncc(C(F)(F)F)cc3Cl)CC2)cc1	-1.6
c1ccc(-c2nnc3cc(-c4ccccc4)sc3n2)cc1	-0.17
COc1ccc(COC(=O)C2=C(C)NC3=C(C(=O)CC(C)(C)C3)C2c2ccc(OC)cc2)cc1 (configuration not stated)	3.5*
O=C1CC(Sc2ccc(Cl)cc2)C(=O)N1c1ccc(F)cc1F (configuration not stated)	-1.6
COc1ccc(-c2nc(-c3ccc(Cl)cc3)no2)cc1	4.2*
Cc1ccc(/C(O)=C2/C(=O)C(=O)N(CC(C)C)C2c2cccc(O)c2)cc1 (configuration not stated)	-0.61
CCN(CCC#N)C(=S)Nc1cccc2ccccc12	-2
COc1ccc(C2CC(=O)C3=C(C2)Nc2ccccc2NC3c2coc3ccc(Cl)cc3c2=O)cc1 (configuration not stated)	1.8
CC(=O)c1nnn(-c2cccc(C#N)c2)c1C	1.7
CC(C)c1ccc(NC(=O)CSc2n[nH]c(=O)n2-c2ccccc2)cc1	-0.34
Nc1c(C(=O)c2ccc([N+](=O)[O-])cc2)sc(Nc2ccccc2)c1-c1nc2ccccc2[nH]1	6.4
N#Cc1cc([N+](=O)[O-])c2sc(C(N)=O)[n+]([O-])c2c1	-3.5
CCOC(=O)Nc1cc(C(F)(F)F)cc(C(F)(F)F)c1	-0.91
CN(C)c1ccc(C2N(Cc3ccccc3)CCC3CCCCN32)cc1 (configuration not stated)	-0.34
CCCCCn1c(SCc2cc(=O)[nH]c(C34CC5CC(CC(C5)C3)C4)n2)n[nH]c1=O	-0.74
Cc1nn(C(C)(C)C)c(C)c1/C=N/OC(=O)Nc1ccc(Cl)c(Cl)c1	-0.15
O=C1C2C3CC4C5C3C1C5C1(OCCO1)C42 (configuration not stated)	-0.69
COc1ccc(Br)cc1C1C2=C(Nc3c1c(=O)[nH]c(=O)n3C)c1ccccc1C2=O (configuration not stated)	-1.1
COc1ccc(C[C@H](C)NC[C@@H](O)c2ccc(O)c(NC=O)c2)cc1	0.55
O=C1C(=O)N(c2ccccn2)C(c2ccc(F)cc2)/C1=C(\O)c1ccc(Br)cc1 (configuration not stated)	1.8
COc1cc2c(cc1OC)C(C)N(C(=O)Nc1ccc(F)cc1)CC2 (configuration not stated)	1.6
O=C(NCc1cccnc1)c1nn2c(C(F)(F)F)cc(-c3ccccc3)nc2c1Br	0.15
Nc1ccc2nc(SCc3ccc(Br)cc3)sc2c1	5.1
COC(=O)c1ccc(C2CC(=O)Nc3c2cc(Br)c2ccccc32)cc1 (configuration not stated)	2.6
O=C(Nc1nc(-c2ccc(Cl)cc2Cl)cs1)c1ccc(C(F)(F)F)cc1	0.62
O=S(=O)(Cc1cc2c(F)c(F)c(F)c(F)c2o1)c1cccc(C(F)(F)F)c1	0.96
Cc1cccc(NC(=S)NC2CC3C=CC2C3)c1 (configuration not stated)	53
Oc1ccc2ncccc2c1C(Nc1ccccn1)c1ccco1 (configuration not stated)	-1
CCOC(=O)NNC(=S)Nc1ccc(Cl)cc1	-1.9
CNC(=O)NC(=O)c1cnccc1C(F)(F)F	-0.8

# Bioassay records (PubChem)
